MITF inh: inhibitors of human MITF; O75030; AlphaScreen MITF homodimerization, bead proximity signal; inhibition, % at 2.6 µM; actives 0.91% (n = 650,000); AID 1259374; in the data active means inhibition above about 50%;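 further: 0% = vehicle wells with protein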
Target sequence (O75030 whole entry, looked up): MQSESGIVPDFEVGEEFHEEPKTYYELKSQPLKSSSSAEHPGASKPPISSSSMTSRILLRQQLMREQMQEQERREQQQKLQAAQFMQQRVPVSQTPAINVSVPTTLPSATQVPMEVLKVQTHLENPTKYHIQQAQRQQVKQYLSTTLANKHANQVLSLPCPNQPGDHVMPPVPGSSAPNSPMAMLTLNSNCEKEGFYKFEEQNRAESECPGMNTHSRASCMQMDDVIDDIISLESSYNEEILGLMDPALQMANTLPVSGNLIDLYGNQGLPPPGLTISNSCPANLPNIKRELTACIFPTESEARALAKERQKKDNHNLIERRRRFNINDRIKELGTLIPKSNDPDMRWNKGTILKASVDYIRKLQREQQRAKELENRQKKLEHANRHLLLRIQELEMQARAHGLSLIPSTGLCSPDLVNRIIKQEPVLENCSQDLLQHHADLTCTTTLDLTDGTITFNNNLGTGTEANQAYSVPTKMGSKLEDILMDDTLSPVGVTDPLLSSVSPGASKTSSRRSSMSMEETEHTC
GPR151 ag: activates the human receptor GPR151; Q8TDV0; PathHunter beta-arrestin GPR151 cells, luminescence; activation, % at 11.2 µM; actives 1% (n = 650,000); in the data active means activation above about 4.9%;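 further: 0% = median of compound wells and 100% = cells with positive control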
Target sequence (Q8TDV0 whole entry, looked up): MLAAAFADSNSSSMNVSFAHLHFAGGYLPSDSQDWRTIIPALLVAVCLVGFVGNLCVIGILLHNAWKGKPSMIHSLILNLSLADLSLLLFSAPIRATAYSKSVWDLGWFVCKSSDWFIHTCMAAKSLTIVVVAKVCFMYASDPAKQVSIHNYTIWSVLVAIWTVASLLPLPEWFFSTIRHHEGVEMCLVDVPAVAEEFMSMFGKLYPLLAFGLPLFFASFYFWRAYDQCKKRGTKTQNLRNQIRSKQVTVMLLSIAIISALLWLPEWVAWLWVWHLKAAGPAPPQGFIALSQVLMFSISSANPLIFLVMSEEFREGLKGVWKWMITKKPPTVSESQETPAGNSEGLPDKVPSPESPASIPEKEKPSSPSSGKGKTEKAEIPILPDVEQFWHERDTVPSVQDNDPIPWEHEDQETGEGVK
TEAD-YAP inh: TEAD-YAP interaction inhibition | HEK-TIYL cells, TEAD-Gal4/YAP UAS-luciferase luminescence | inhibition, % at 9.12 µM | actives 1.4% (n = 640,000) | AID 1259422; in the data active means inhibition above about 32%;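 further: 0% = median of test compound wells and 100% = reference inhibitor wells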
FBW7 activator: human FBW7 E3 ligase activation, primary screen | normalized activity (activation), % at 26.1 µM | actives 0.13% (n = 650,000) | AlphaScreen FBW7–phospho-cyclin E peptide binding, activator screen | Q969H0; in the data active means normalized activity above about 1.9%;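 further: purified mutant Fbw7 with reduced substrate affinity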
* hit, by the source's call.

SMILES | MITF inh | GPR151 ag | TEAD-YAP inh | FBW7 activator
COCCCNCCCCOc1ccc(Br)cc1Cl | 11.7 | -1.2 | -14.7 | -0.1
CC1Oc2cccnc2N(Cc2cccc(C(F)(F)F)c2)C1=O (stereo not given) | -9.9 | -0.8 | 8.3 | -0.2
Cc1cccc(C(=O)Nc2cccc(C#N)c2)c1C | 9.1 | -0.8 | -24.3 | 0.2
CC1CCCN(C(=O)Cn2c(=O)oc3cc(S(=O)(=O)N4CCCC4)ccc32)C1 (stereo not given) | -2.6 | 0.2 | -0.6 | 0.0
O=C(CCCC(=O)N(CC(=O)NC1CCCCC1)C1CCCCC1)Nc1ccccn1 | 2.9 | 0.7 | 1.4 | -0.3
C=C(C)CSC1=C(C#N)C(c2ccccc2Cl)CC(=O)N1 (stereo not given) | 3.5 | -0.5 | -8.8 | -0.1
Cc1nc(-n2ncc(C#N)c2N)c2c3c(sc2n1)CCCC3 | 0.0 | -0.2 | -6.0 | -0.2
CCOC(=O)c1c(C(F)(F)F)nc2n1CCN(C(=O)c1ccn(C)n1)C2 | -0.3 | -0.5 | -1.5 | 0.2
O=C(NCCO)/C(=C/c1ccccc1F)NC(=O)c1ccccc1 | 5.2 | 0.7 | 0.6 | 0.1
CC(=O)Nc1ccccc1OCC(=O)Nc1cccnc1Cl | 14.0 | -0.4 | 4.7 | 0.4
O=C(COC(=O)C1CCN(C(=O)Nc2ccccc2)CC1)Nc1ccc(F)c(F)c1F | -14.7 | -2.1 | -1.8 | 0.1
COc1ccc(CCNc2cc(N3CCc4ccccc4C3)ncn2)cc1 | 8.0 | 2.3 | -10.3 | -0.1
O=C(c1nc2ccccn2c1CN(CCO)Cc1ccccc1)N1CCCC1 | -14.1 | 0.1 | 6.4 | 0.0
CCOc1ccc(C(C[N+](=O)[O-])C(C(=O)OC)C(=O)OC)cc1OCC (stereo not given) | -8.8 | 0.2 | 2.3 | 0.0
COc1cc2c(cc1OC)C(C)N(C(=O)c1ccc(Br)cc1)CC2 (stereo not given) | 5.3 | 0.1 | 2.1 | 0.1
Nc1ncc(Br)cc1S(=O)(=O)Nc1ccccc1F | 8.8 | -0.8 | 6.2 | 0.0
Cc1nnc(-n2cnc3ccccc32)c2ccccc12 | 0.4 | 0.5 | -4.1 | 0.0
Cc1ccc(S(=O)(=O)Nc2ccccc2C=NC(C)C)cc1 | 7.1 | -0.4 | 13.0 | 0.5
CCN(CC)c1ccc2cc(C(=O)Nc3cccc(C(F)(F)F)c3)c(=O)oc2c1 | 6.1 | 0.4 | 3.8 | -0.1
COc1ccc(S(=O)(=O)Nc2ccc(-c3cn4cccc(C)c4n3)cc2)cc1 | 12.3 | 0.5 | -9.3 | 0.1
COc1ccccc1-c1ccc(SCC(=O)Nc2cc(C)on2)nn1 | -7.7 | -1.9 | -8.2 | -0.5
CCCOc1ccc(/C(O)=C2/C(=O)C(=O)N(Cc3cccnc3)C2c2ccc(F)cc2)cc1C (stereo not given) | 0.2 | 0.8 | -4.1 | -0.1
CCCOc1ccc(C(=O)Nc2nc3ccc(OC)cc3s2)cc1 | 8.1 | 4.3 | -14.2 | 0.1
COc1ccccc1OCc1cc(C(=O)N2CCN(CC(C)C)C(=O)[C@@H]2C)no1 | -6.8 | -0.7 | -61.7 | -0.1
COc1cccc(N(C(C)=O)c2nc(C)cc(C)c2C#N)c1 | 16.6 | 0.6 | 9.0 | 0.2
COCCNC(=O)c1ccc(N2CC3CC(C2)c2cccc(=O)n2C3)c(NC(=O)c2ccncc2)c1 (stereo not given) | 5.1 | -0.5 | 2.2 | 0.1
C/C(=N/NC(=O)c1cc(-c2ccc3c4c(cccc24)CC3)n[nH]1)c1ccncc1 | -6.8 | -0.3 | -43.5 | 0.3
O=C(OCc1csc(-c2ccccc2)n1)c1cccs1 | 4.2 | 0.1 | -19.5 | -0.1
CCOc1ccc(C(c2nnnn2C(C)(C)C)N2CCN(CC)CC2)cc1 (stereo not given) | 7.1 | -0.4 | 10.0 | 0.0
COc1cc(Br)cc(/C=N/NC(=O)c2ccccc2)c1O | 8.6 | -0.9 | 71.5* | -0.2

Pulled by structure from the list above:
SMILES | MITF inh | GPR151 ag | TEAD-YAP inh | FBW7 activator
CCCOc1ccc(/C(O)=C2/C(=O)C(=O)N(Cc3cccnc3)C2c2ccc(F)cc2)cc1C (stereo not given) | 0.2 | 0.8 | -4.1 | -0.1
COc1ccccc1-c1ccc(SCC(=O)Nc2cc(C)on2)nn1 | -7.7 | -1.9 | -8.2 | -0.5
CCCOc1ccc(C(=O)Nc2nc3ccc(OC)cc3s2)cc1 | 8.1 | 4.3 | -14.2 | 0.1
CCOc1ccc(C(c2nnnn2C(C)(C)C)N2CCN(CC)CC2)cc1 (stereo not given) | 7.1 | -0.4 | 10.0 | 0.0

Additional entries.
SMILES | MITF inh | GPR151 ag | TEAD-YAP inh | FBW7 activator
O=C(O)CCN1C(=O)C2C3C=CC(C2C1=O)C1C(=O)N(CCC(=O)O)C(=O)C31 (stereo not given) | 3.5 | -0.8 | 13.9 | 0.2
CC1(C)CC(Nc2ncnc3sccc23)CC(C)(C)N1 | 2.7 | 0.3 | 1.1 | 0.0
CCOC(=O)C1=C(C)OC(N)=C(C#N)C1c1cc(COc2ccc(F)cc2)c(C)s1 (stereo not given) | 19.6 | -0.5 | 2.4 | 0.7
CC(NC(=O)c1cc(F)c(F)cc1Cl)c1ccncc1 (stereo not given) | 7.3 | -0.5 | 2.7 | 0.1
Cc1ccc(Cn2c(CO)cnc2SCC(=O)N2CCCCC2)cc1 | 12.8 | -0.2 | -6.5 | 0.1
Cc1noc(C)c1CN1C(=O)NC(C)(c2ccc3c(c2)OCCO3)C1=O (stereo not given) | -4.6 | -0.6 | -0.4 | -0.2
CCCCNS(=O)(=O)c1ccc(NS(=O)(=O)c2ccccc2)cc1 | -1.1 | 0.4 | -4.5 | 0.0
Cc1ccc(Nc2cc(N3CCCCCC3)c3nonc3c2[N+](=O)[O-])cc1Cl | -2.5 | 1.3 | 1.9 | 0.1
CC(=O)Nc1ccc(S(=O)(=O)ON2C(=O)c3ccccc3C2=O)cc1 | -12.6 | 0.0 | 8.2 | -0.1
O=C(c1cnc2scc(-c3ccccc3Cl)n2c1=O)N1CCOCC1 | 16.8 | -1.1 | 9.9 | 0.3

3 compounds already listed, arranged by molecular weight, highest first:
SMILES | MITF inh | GPR151 ag | TEAD-YAP inh | FBW7 activator
Cc1ccc(Nc2cc(N3CCCCCC3)c3nonc3c2[N+](=O)[O-])cc1Cl | -2.5 | 1.3 | 1.9 | 0.1
O=C(c1cnc2scc(-c3ccccc3Cl)n2c1=O)N1CCOCC1 | 16.8 | -1.1 | 9.9 | 0.3
CC1(C)CC(Nc2ncnc3sccc23)CC(C)(C)N1 | 2.7 | 0.3 | 1.1 | 0.0

Remaining list, next part.
SMILES | MITF inh | GPR151 ag | TEAD-YAP inh | FBW7 activator
CCC(C)OC(=O)C1=C(C)NC(=O)NC1c1ccc(OC)c(OCc2ccccc2)c1 (stereo not given) | -7.6 | 1.0 | -26.0 | -0.1
N#Cc1ccccc1Oc1ccc(S(=O)(=O)N2CCCCC2)cc1[N+](=O)[O-] | 8.7 | 0.4 | 2.6 | -0.2
CC1CCCCC1NC(=O)c1ccc2c(c1)[nH]c(=S)n1c3ccccc3nc21 (stereo not given) | 0.6 | 1.3 | -0.3 | -0.1
CCOC(=O)C(=O)Nc1nc(-c2cc3cc([N+](=O)[O-])ccc3oc2=O)cs1 | -6.8 | -0.4 | -0.2 | -0.1
CS(=O)(=O)Nc1ccc(C(=O)Nc2cccc(F)c2)cc1 | 8.0 | 1.9 | -15.7 | -0.1
COc1cc(/C=N/n2cnnc2)c(Br)cc1OCc1ccc(F)cc1 | -5.0 | -1.3 | -6.7 | -0.1
Cc1c(C(=O)NCC2COc3ccccc3O2)sc2ncn(CC(=O)Nc3ccc(C(C)C)cc3)c(=O)c12 (stereo not given) | -7.1 | 0.9 | 5.9 | 0.0
O=C(N/N=C/c1ccncc1)c1cccnc1 | 5.2 | -0.8 | -6.3 | 0.1
CC(=O)c1ccc(Cc2c(O)[nH]c(=O)[nH]c2=O)cc1 | 12.8 | -0.6 | -3.5 | 0.2
Cc1ccc(S(=O)(=O)CCC(=O)NNC(=O)C(C)Oc2ccc3ccccc3c2)cc1 (stereo not given) | -2.2 | 1.5 | 8.7 | -0.1
COc1cccc(C2C(C#N)=C(N)Oc3n[nH]c(C)c32)c1OCc1c(F)cccc1Cl (stereo not given) | 6.0 | -1.2 | 13.4 | 0.2
COc1cc(/C=N/N=C2\CC(c3ccccc3)N=N2)ccc1OCC(=O)O (stereo not given) | 15.5 | 0.4 | 8.9 | 0.1
CCOC(=O)N1CCC(Nc2c(N3CCN(c4ccccc4F)CC3)c(=O)c2=O)CC1 | 7.5 | 0.0 | 1.1 | 0.0
CSc1cccc(CN2CCN3C(=O)[C@H](Cc4ccccc4)N(C)C(=O)[C@H]3C2)c1 | -3.8 | -1.1 | 8.6 | -0.4
O=C1CSC(c2ccccc2[N+](=O)[O-])N1C1CC2CCC1C2 (stereo not given) | 5.6 | 0.3 | 6.7 | 0.6
Cc1c(C(=O)N2CCC(C(N)=O)CC2)sc2ncnc(N3CCOCC3)c12 | -4.6 | 0.0 | -7.1 | -0.2
CC(C)C(=O)NC1CC(=O)N(c2cccc(F)c2)C1 (stereo not given) | 0.2 | -0.3 | 5.9 | 0.0
COc1cc(C2C(C#N)=C(N)Oc3n[nH]c(-c4ccncc4)c32)ccc1OCC(N)=O (stereo not given) | 14.9 | 0.3 | -4.9 | -0.1
CCOC(=O)c1sc(NC(=O)C(C)Sc2nnc(CNC(=O)c3c(F)cccc3Cl)n2C)c(C(=O)OCC)c1C (stereo not given) | -4.2 | 1.2 | -6.6 | 0.0
Cc1nc2cc(NCc3ccccc3O)ccc2n1C | 19.2 | -1.1 | -25.1 | 0.0
Cc1ccc(C(=O)CSc2nc(-c3ccccc3)cc(-c3ccccc3)c2C#N)cc1 | -1.3 | 0.4 | 7.4 | 0.0
CCOC(=O)c1ccccc1N=CC1=C(O)CC(C)(C)CC1=O | -5.5 | -0.2 | 3.5 | -0.1
O=C1N(Cc2cccnc2)C[C@@H]2C[C@@H](c3cccc(C(F)(F)F)c3)N3CCC[C@@]123 | -1.0 | 1.1 | 6.6 | 0.1
Cc1cc(NC(=O)c2nccnc2C(=O)O)ccc1Br | 5.6 | -0.5 | 4.7 | -0.1
CC(Cl)(CNS(=O)(=O)c1ccc(Cl)cc1)C(=O)O (stereo not given) | -0.6 | 0.2 | 0.4 | -0.1
CC(=O)c1c(C)oc2c1cc(NS(=O)(=O)c1ccc(Cl)c([N+](=O)[O-])c1)c1ccccc12 | 17.8 | -1.3 | -6.7 | 0.8
CCCCCCOC(=O)C1=C(C)NC(=O)NC1c1cccc2ccccc12 (stereo not given) | -13.9 | 1.7 | 4.8 | 0.0
COc1ccc(-c2nc3ccc(C(=O)Nc4cc(OC)c(OC)c(OC)c4)cc3s2)cn1 | 2.8 | -0.6 | -12.2 | 0.1
CN(C)CCSc1cc(-c2cn[nH]c2)ccc1NC(=O)[C@H]1Cc2cc(F)ccc2CN1 | 26.1 | 0.4 | -3.1 | 0.3
CCCOc1ccc(C2C(C#N)=C(N)OC3=C2C(=O)CC(C)(C)C3)cc1 (stereo not given) | 5.7 | 0.3 | 0.3 | 0.2
O=C(NCc1ccc(F)cc1)Nc1cccc([N+](=O)[O-])c1 | 4.1 | -0.4 | -11.9 | -0.1
O=S(=O)(Nc1ccc(O)c(Sc2nc3ccccc3s2)c1)c1ccc(Br)cc1 | 12.4 | 2.9 | -12.7 | 0.3
COCc1cc(C(C)=O)ccc1Oc1ccc(S(=O)(=O)N(C)C)cc1[N+](=O)[O-] | 9.4 | -2.1 | -3.6 | 1.2
CC(C)(C)c1ccc(OCC(=O)Nc2cccc3c2C(=O)N(c2ccccc2)C3=O)cc1 | -10.2 | 1.1 | 3.5 | -0.1
CC(=O)c1ccc(S(=O)(=O)N2CCN(C(=O)CC(C)(C)C)CC2)cc1 | -0.8 | 1.4 | -18.9 | -0.2
Cc1ccc(C2CC(=O)C3=C(C2)Nc2ccccc2N(C(=O)C2CC2)C3c2ccco2)cc1 (stereo not given) | 8.5 | 1.3 | 3.3 | -0.1
N#CC1=C(SCC(=O)Nc2ccc(Cl)c(Cl)c2)NC(=O)CC1c1cccs1 (stereo not given) | 49.6 | 1.1 | 58.8* | -0.1
CCOc1ccc(Cn2nnc(C(=O)NCc3ccccc3)c2N)cc1 | 0.1 | 0.0 | -0.5 | 0.0
O=C(NCc1cccnc1)c1ccccc1-c1ccccc1 | 17.2 | -0.6 | 1.8 | 0.9
Cc1c(C(=O)Nc2ccc(F)cc2F)sc2ncn(CC(=O)N3CCC(C)CC3)c(=O)c12 | -12.1 | -0.1 | 0.1 | 0.0
CCC(C)c1ccc(NC(=O)c2oc3ccc(Cl)cc3c2C)cc1 (stereo not given) | 16.8 | 3.0 | -4.1 | 1.5
COc1ccc(NC2=C(Cl)C(=O)N(Cc3ccccc3)C2=O)cc1 | 21.1 | 1.5 | 13.0 | -0.2
Cc1cccc(C(=O)N2CCN=C2SCc2cccnc2)c1 | 11.6 | 1.0 | -7.4 | 1.3
CC1Cc2nc(SC/C=C/c3ccccc3)n(C)c(=O)c2S1 (stereo not given) | 9.8 | 0.1 | 7.3 | -0.2
O=C(NCc1ccccc1)C1CCN(c2ccc(Nc3ccccc3)nn2)CC1 | 1.4 | -0.1 | -9.5 | -0.4
CC(C)n1cc(CN2CCCC(CNS(=O)(=O)c3cccc4cccnc34)C2)cn1 (stereo not given) | 14.4 | 0.2 | -7.4 | 0.1
